Bioassay records from PubChem BioAssay.
TLR9-MyD88 inh = inhibitors of TLR9-MyD88 association in cells, primary screen, cell-based, CHO, BLA complementation, fluorescence. CCF4 FRET ratio. Toll-like receptor 9 (Homo sapiens) + Myeloid differentiation primary response protein …. inhibition, % at 4.98 µM. AID 504734, 2011. 340,000 compounds, 0.21% hits;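 active = inhibition above the mean over all tested compounds plus 3 SD, cut at about 21% in these data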;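 also: 0% = DMSO only wells and 100% = clavulanate BLA inhibitor control wells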
N-glyco inh = increase of ERlucT glycosylation luciferase signal, primary screen, N-linked glycosylation inhibitor project, D54 ERlucT cells, luminescence, set 2; D54 ERlucT glycosylation luciferase reporter, 24 h; percent of 100 nM tunicamycin response; reporter increase, % at 12.5 µM; 360,000 compounds, 0.23% hits; AID 588692, 2011;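 active = mean luciferase reporter signal, scaled so untreated is 0 and the glycosylation-blocking control 100, at or above a set limit in every replicate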;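 also: luciferase carries N-glycosylation sites so blocking glycosylation raises the light; 0% = median of neutral control wells and 100% = median of 100 nM tunicamycin wells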
MC4R antag cAMP = MC4R antagonists of cAMP signaling, primary screen, cell-based, TR-FRET, antagonist arm of biased-ligand search; Melanocortin receptor 4 (Homo sapiens), P32245; MC4R-expressing cells, MTII-stimulated cAMP, LANCE TR-FRET; inhibition, % at 6.5 µM; 360,000 compounds, 0.48% hits;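 active = inhibition above its plate's cutoff, the mean of tested wells on that plate plus 3 SD, cut at about 29% in these data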;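 also: 0% = Melanotan II alone and 100% = Melanotan II plus saturating MCL0020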
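Material: human MC4R-expressing U2OS cells. Probe or stimulus: Melanotan II challenge. Dosing: 6.5 µM single dose. Times: 30-min compound, 1-h challenge, 1-h detection, room temperature. Technique: TR-FRET with Eu-cAMP and labeled anti-cAMP, 671 nm. Replication: singlicate.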
ABHD5-PLIN5 inh = ABHD5-PLIN5 interaction inhibitors, primary screen, cell lysate, split luciferase complementation, luminescence; Split G. princeps luciferase complementation, 4 h; Perilipin-5 (Homo sapiens) + 1-acylglycerol-3-phosphate O-acyltransferase ABHD5 (Homo …; 360,000 compounds, 0.78% hits; inhibition, % at 4 µM; AID 602281, 2012;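 active = inhibition above the mean inhibition across every tested compound plus 3 SD, cut at about 22% in these data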;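 also: 0% = DMSO only wells and the 100% control is not disclosed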
HTR2A ag = mouse Htr2a agonists via beta-arrestin recruitment, primary screen, cell-based, luminescence; CHO-K1 mHTR2A beta-arrestin complementation; percent of 30 µM serotonin response; activation, % at 7.6 µM; 360,000 compounds, 0.66% hits;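 active = activation above a run cutoff, the mean activation of all tested compounds plus 3 SD, cut at about 14% in these data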;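 also: 0% = plate median of compound wells and 100% = 30 µM serotonin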
Cardio protect = cardioprotection against H2O2-induced cell death, primary screen, uHTS, H9c2 cells, ATPLite luminescence. H9c2 cardiomyocytes, H2O2 injury protection, 2 h. protection from H2O2 cell death, % at 20 µM. 360,000 compounds, 0.63% hits. AID 588492, 2011;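 active = compounds giving at least 50% protection of heart cells from peroxide-induced death in the single-dose screen, raw or plate-pattern-corrected value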;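 also: 0% = DMSO wells with peroxide and 100% = DMSO wells without peroxide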
ABCB6 inh 2 = ABCB6 transporter inhibitors, primary screen, K562-ABCB6 cells, flow cytometry, MLPCN library; K562-ABCB6 porphyrin accumulation, 1 h; active compounds read low; 360,000 compounds, 0.19% hits; fluorescence ratio to DMSO, % at 10 µM;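 active = fluorescence ratio to DMSO below 75%, the collection mean minus 3 SD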;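 also: signal is porphyrin accumulated inside mitochondria; 100% equals median channel fluorescence of DMSO control wells; lower ratio means ABCB6 inhibition with less porphyrin fluorescence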
Target sequence (Q9NP58 whole entry, looked up): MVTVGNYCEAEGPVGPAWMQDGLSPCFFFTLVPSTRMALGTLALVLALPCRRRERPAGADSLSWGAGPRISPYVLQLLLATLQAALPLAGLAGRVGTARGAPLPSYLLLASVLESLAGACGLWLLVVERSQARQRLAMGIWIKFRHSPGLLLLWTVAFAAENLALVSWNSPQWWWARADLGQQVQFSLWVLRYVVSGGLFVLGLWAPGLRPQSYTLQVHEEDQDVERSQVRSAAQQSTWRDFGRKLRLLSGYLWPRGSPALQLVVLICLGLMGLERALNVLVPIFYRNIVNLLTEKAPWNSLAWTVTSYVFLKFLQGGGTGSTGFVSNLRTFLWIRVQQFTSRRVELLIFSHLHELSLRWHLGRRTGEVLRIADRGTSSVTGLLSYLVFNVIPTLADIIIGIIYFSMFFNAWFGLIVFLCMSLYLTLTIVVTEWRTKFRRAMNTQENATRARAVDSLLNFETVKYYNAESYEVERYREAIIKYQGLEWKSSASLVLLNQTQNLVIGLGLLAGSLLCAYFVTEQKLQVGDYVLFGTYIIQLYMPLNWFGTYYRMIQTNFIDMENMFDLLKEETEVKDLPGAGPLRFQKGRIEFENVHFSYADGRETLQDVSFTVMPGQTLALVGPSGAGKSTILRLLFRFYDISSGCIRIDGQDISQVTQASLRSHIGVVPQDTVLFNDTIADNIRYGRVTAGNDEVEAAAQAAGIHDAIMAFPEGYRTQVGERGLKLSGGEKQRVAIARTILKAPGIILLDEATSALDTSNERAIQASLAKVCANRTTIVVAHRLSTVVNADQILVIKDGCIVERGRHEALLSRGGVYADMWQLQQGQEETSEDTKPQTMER
NOD2-RIPK2 inh = NOD2-RIPK2 binding disruptors in cells, primary screen, fluorescence, CHO cells, BLA complementation; Receptor-interacting serine/threonine-protein kinase 2 (Homo sapiens), O43353; CCF4 ratio; inhibition, % at 4.98 µM; 360,000 compounds, 0.38% hits; AID 624267, 2012; in the data active = inhibition above about 21%;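 also: 0% = vehicle only and 100% = reference blocker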
SRC2 inh = inhibition of GAL4-SRC2 driven luciferase reporter, primary screen, SRC2 inhibitor project, cell-based, luminescence | HEK293 GAL4-SRC2 luciferase reporter | Nuclear receptor coactivator 2 (Homo sapiens), Q15596 | inhibition, % at 9 µM | AID 651957, 2012 | 370,000 compounds, 0.17% hits;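 active = inhibition above the mean inhibition of all tested compounds plus 3 SD, set per campaign, cut at about 52% in these data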;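 also: 0% = DMSO treated cells and 100% = cells given Gossypol at 36 µM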
MC4R barr agon = MC4R agonists recruiting beta-arrestin, primary screen, cell-based, luminescence, agonist arm of biased-ligand search; Melanocortin receptor 4 (Homo sapiens), P32245; U2OS MC4R beta-arrestin complementation; percent of melanotan II response, DMSO zero; activation, % at 8.9 µM; 360,000 compounds, 0.98% hits; AID 540308, 2011;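 active = activation above a per-plate cutoff, the mean activation of sample wells on that plate plus 3 SD, cut at about 8% in these data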
The depositor's hits bear a star.

SMILES	TLR9-MyD88 inh	N-glyco inh	MC4R antag cAMP	ABHD5-PLIN5 inh	HTR2A ag	Cardio protect	ABCB6 inh 2	NOD2-RIPK2 inh	SRC2 inh	MC4R barr agon
COc1ccc(S(=O)(=O)Nc2ccccc2-c2nnn(CC(=O)Nc3ccccc3OC)n2)cc1	5	-2	1	-2	-3	-22	98	2	-1	-1.8
O=C(CSc1ncnc2ccccc12)NCCCO	10	1	4	-11	4	18	98	-11	7	0.0
CC(=O)N1CCN(Cc2nc3cc([N+](=O)[O-])ccc3n2C)CC1	3	1	10	4	4	-2	99	-6	-15	-1.8
Cc1ccc(NC(=S)c2ccncc2)c(C)c1	3	-2	2	-1	1	2	101	-12	15	-0.7
Cc1cc(C(=O)COC(=O)c2ccc3c(c2)NC(=O)CS3)c(C)n1CC1CCCO1 (configuration not stated)	-2	-3	6	-16	4	-7	95	-5	-31	0.0
CCOc1ccc(NC(=O)C2CCN(S(=O)(=O)c3cccnc3)CC2)cc1	-1	-2	7	-3	-1	6	99	-14	-15	1.9
CC(C)=CCCC(C)CN1CCC(N2CCC(C(=O)N3CCCC3)CC2)CC1 (configuration not stated)	-5	-1	2	-2	0	-4	96	-5	13	-0.4
CSc1ncccc1C(=O)NCCc1ccc(S(N)(=O)=O)cc1	-2	2	3	-9	3	-2	97	1	-1	-2.1
FC(F)(F)Oc1ccc(NC(=S)NCCCN2CCOCC2)cc1	4	1	20	-4	-6	-4	96	-1	0	-1.6
O=C(NCCN1CCNC1=O)C1CCC(=O)N(Cc2cccc(C(F)(F)F)c2)C1 (configuration not stated)	4	-1	-3	-6	1	3	93	-8	8	-0.4
CSc1ccccc1NC(=O)c1cccs1	-7	-1	-3	-1	-3	6	89	-3	-15	0.8
COc1cccc(CN(C)CC(=O)Nc2cccc(C(F)(F)F)c2)c1OC	1	-2	11	-1	0	-11	97	-11	8	3.4

Shown in markdown: part of the list above.
| mol | TLR9-MyD88 inh | N-glyco inh | MC4R antag cAMP | ABHD5-PLIN5 inh | HTR2A ag | Cardio protect | ABCB6 inh 2 | NOD2-RIPK2 inh | SRC2 inh | MC4R barr agon |
| --- | --- | --- | --- | --- | --- | --- | --- | --- | --- | --- |
| CSc1ncccc1C(=O)NCCc1ccc(S(N)(=O)=O)cc1 | -2 | 2 | 3 | -9 | 3 | -2 | 97 | 1 | -1 | -2.1 |
| COc1cccc(CN(C)CC(=O)Nc2cccc(C(F)(F)F)c2)c1OC | 1 | -2 | 11 | -1 | 0 | -11 | 97 | -11 | 8 | 3.4 |

Other compounds follow:
SMILES	TLR9-MyD88 inh	N-glyco inh	MC4R antag cAMP	ABHD5-PLIN5 inh	HTR2A ag	Cardio protect	ABCB6 inh 2	NOD2-RIPK2 inh	SRC2 inh	MC4R barr agon
COC(=O)CC1C(=O)NCCN1C(=S)NC(=O)CCc1ccccc1 (configuration not stated)	2	1	14	-2	5	0	100	-18	11	1.7
O=C(Cn1nnc(-c2ccc(Cl)cc2)n1)N1CCN(C(=O)c2ccco2)CC1	0	2	3	13	-4	-1	98	-7	-8	-1.1
CC1(C)CN=c2s/c(=C\c3ccc(Cl)cc3)c(=O)n2C1	-2	0	11	3	-1	18	94	0	-19	-1.4
CC(=O)C(c1ccccc1)C(c1ccccc1)C(C)[N+](=O)[O-] (configuration not stated)	-4	1	15	-9	2	0	102	-2	6	21*
Cc1ccc2c(CN3CCN(S(=O)(=O)c4ccccc4C(F)(F)F)CC3)cc(=O)oc2c1	3	-2	6	4	4	-4	91	-3	-5	-1.1
CCn1nc(C)cc1C(=O)OCC(=O)c1ccc(Cl)cc1	-4	2	4	-1	-1	-8	98	8	13	-1.0
O=C(CSc1ncnc2c1oc1ccccc12)Nc1ccc2c(c1)OCCO2	-1	2	3	3	-1	-3	86	-22	-17	0.3
CCn1c2ccc(C)cc2c2nnc(NN)nc21	0	3	-3	-5	-1	8	103	-3	-31	-2.9
CCn1cc(CNC(=O)c2cc(-c3ccccc3OC)nc3ccccc23)c(C)n1	-8	2	17	-3	-5	8	97	-4	0	0.4
CCOc1ccc2[nH]c(=O)c(CN(Cc3cccs3)Cc3nnnn3C(C)(C)CC)cc2c1	4	-1	8	-1	1	-7	93	5	1	2.2
COc1ccc(S(=O)(=O)N(C)C)cc1NC(=O)COc1ccc2c(c1)CCC2	-3	-1	3	3	-2	-8	102	-17	-23	3.4
COc1cc(C(=O)O)nc2ccc([N+](=O)[O-])cc12	-2	1	4	1	2	0	105	6	15	-1.9

Compound profiles, from the list above. Order of screens: TLR9-MyD88 inh, N-glyco inh, MC4R antag cAMP, ABHD5-PLIN5 inh, HTR2A ag, Cardio protect, ABCB6 inh 2, NOD2-RIPK2 inh, SRC2 inh, MC4R barr agon
COc1ccc(S(=O)(=O)N(C)C)cc1NC(=O)COc1ccc2c(c1)CCC2 in the list: -3, -1, 3, 3, -2, -8, 102, -17, -23, 3.4
CCn1nc(C)cc1C(=O)OCC(=O)c1ccc(Cl)cc1 in the list: -4, 2, 4, -1, -1, -8, 98, 8, 13, -1.0

New compounds follow:
SMILES	TLR9-MyD88 inh	N-glyco inh	MC4R antag cAMP	ABHD5-PLIN5 inh	HTR2A ag	Cardio protect	ABCB6 inh 2	NOD2-RIPK2 inh	SRC2 inh	MC4R barr agon
COc1ccc(NC(=O)c2ccco2)cc1NC(=O)c1ccc(C)cc1	-2	-2	-2	-5	-8	0	92	3	3	-2.8
COC(=O)c1c(-c2ccsc2)sc2ccc(-c3cc(OC)c(OC)c(OC)c3)cc12	-7	-9	9	-4	1	2	98	-11	11	-0.7
Clc1ccc(Cl)c(-c2ccc(/C=N/c3ncn[nH]3)o2)c1	4	1	7	-5	2	-4	108	-7	-10	-0.1
CC(=O)c1ccc(Nc2cc(C)nc3ccc(C)cc23)cc1	4	-4	-5	7	-1	-16	103	4	-21	-0.5
Cc1c(C(=O)NCCN2CCOC2=O)oc2c(F)cccc12	8	2	-1	11	-2	0	88	4	-10	0.3
O=C1C(Cl)=C(NC2CCCCC2)C(=O)N1c1ccc(Cl)cc1	-4	2	12	1	0	1	98	2	-34	-0.8
CCCc1cc(=O)[nH]c2nnc(SCC(=O)Nc3cccc(NC(C)=O)c3)n12	3	0	-1	10	5	5	98	-5	-12	2.6
Nc1nc2nc(-c3ccc(OCc4ccccc4)cc3)cc(C(F)(F)F)n2n1	-5	1	8	-4	-1	-5	100	-6	-38	1.0
CCN(CC)C1CCN(C(=O)c2cc(COc3cccc4cccnc34)on2)C1 (configuration not stated)	-11	-2	-3	-5	-4	-6	99	-2	-15	-0.7
CCCCCOc1ccc(CSC2=NCCN2)cc1[N+](=O)[O-]	-1	-2	-1	12	-6	-3	101	-2	-44	-2.4
CS(=O)(=O)c1cccc(NC(=O)CSc2nnc3n2CCCCC3)c1	-2	1	1	-5	6	12	98	-8	-5	-1.4
Cn1cncc1C#Cc1c(C=O)[nH]c2ccccc12	-4	-2	-19	4	-1	-2	95	-15	-5	0.4
O=C(NCCc1c[nH]c2ccccc12)c1cc2sccc2n1Cc1ccccc1	-4	-8	12	1	-1	-5	92	3	12	-2.1
COc1cc([N+](=O)[O-])ccc1NC(=S)NNC(=O)CCC(=O)Nc1ccccc1Cl	7	5	7	4	0	1	94	-1	10	-4.6
Cc1ccc(NC(=O)CNc2cccc(C)c2C)c(C)c1	-3	0	5	-8	-5	9	87	-9	11	-2.5
CC(=O)c1cccc(CN2CCN(Cc3ccccc3)C(CCO)C2)c1 (configuration not stated)	-2	1	4	3	-5	-3	98	-3	15	-1.3
Cc1cc(NC(=O)c2cc3ncc(Br)cn3n2)no1	3	3	9	2	1	9	98	-4	-20	-2.4
CC(=O)N1CCSc2ccc(S(=O)(=O)Nc3ccccc3C)cc21	-22	-2	13	-8	-4	-3	94	-9	7	-4.2
CC(C)(C)c1nnc(N/N=C/c2ccccc2)n(N)c1=O	11	-4	4	-7	7	8	103	-3	-15	-1.2
CCN1CCN(C(=O)CN(C)S(=O)(=O)c2ccc(OC)cc2)CC1	-5	1	10	1	-1	0	101	-5	-9	1.5
Cn1c(=O)n(C)c2cc(NS(=O)(=O)c3ccccc3[N+](=O)[O-])ccc21	2	11	-6	4	9	-2	96	-2	-30	-2.3
CCOc1ccc(NC(=O)CN(C)C(=O)c2sccc2-c2ccccc2)cc1OCC	5	2	-1	-11	7	4	100	1	-14	2.3
COC(=O)c1cccc(N2CCCC2=O)c1	8	1	-1	-6	8	0	100	8	-4	3.6
O=C(c1ccc(-c2ccc([N+](=O)[O-])cc2)o1)N1CCN(S(=O)(=O)c2cccs2)CC1	-3	-5	18	3	2	-1	95	-3	-5	0.7
CCOC(=O)c1ccc(CN(Cc2ccccc2)S(=O)(=O)c2cccc([N+](=O)[O-])c2)cc1	-2	2	-1	-1	3	-2	101	-2	-12	-1.2
CCc1ccc(S(=O)(=O)n2c(C)nc3ccccc32)cc1	7	2	10	-4	4	-5	100	-1	-4	-0.7
Cc1ccc(C2=NNC(c3ccc(Cl)cc3)=Nc3ccccc32)o1	8	-2	15	3	5	4	105	-19	3	0.2
CCN(CC)CCN1C(=O)C(O)=C(C(=O)c2cc3ccccc3o2)C1c1cccnc1 (configuration not stated)	-4	2	13	2	-4	13	97	-4	-2	-1.5
CCCN(C(=O)COC(=O)CSc1ccc([N+](=O)[O-])cc1)C1CCS(=O)(=O)C1 (configuration not stated)	-5	-2	13	12	-1	0	102	-9	-10	-1.0
CC(=O)Nc1ccc(C(=O)NNC(=O)C2C3CCCCC32)cc1 (configuration not stated)	2	-1	-6	8	8	0	98	-20	-4	2.8
COc1ccc(NC(=O)CCC(=O)OCc2ccc([N+](=O)[O-])cc2)cc1	4	0	-9	11	3	4	106	-7	-16	1.6

3 compounds from above, ordered by molecular weight, descending:
SMILES	TLR9-MyD88 inh	N-glyco inh	MC4R antag cAMP	ABHD5-PLIN5 inh	HTR2A ag	Cardio protect	ABCB6 inh 2	NOD2-RIPK2 inh	SRC2 inh	MC4R barr agon
CCCN(C(=O)COC(=O)CSc1ccc([N+](=O)[O-])cc1)C1CCS(=O)(=O)C1 (configuration not stated)	-5	-2	13	12	-1	0	102	-9	-10	-1.0
COc1ccc(NC(=O)CCC(=O)OCc2ccc([N+](=O)[O-])cc2)cc1	4	0	-9	11	3	4	106	-7	-16	1.6
Cc1ccc(C2=NNC(c3ccc(Cl)cc3)=Nc3ccccc32)o1	8	-2	15	3	5	4	105	-19	3	0.2

This is a subset (hit frequency here may not be typical).
